FXIIa inh 1536: factor XIIa (human) inhibition; AID 800; inhibition, % at 5 µM; purified FXIIa, Boc-QGR-AMC fluorogenic substrate, 2 h; 0.3% of 220,000 active; in the data active = inhibition above about 40%;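 also: 0% = enzyme with no compound and 100% = blank without enzyme; many of its hits are not listed in these tables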
TNF death inh: inhibitors of TNF-alpha induced necroptosis in Jurkat FADD-/- cells; Jurkat FADD-/- TNF necroptosis rescue, ATP luminescence, 24 h; 0 = TNF only, 100 = no-TNF cells; activation (protection from cell death), % at 10 µM; 0.068% of 220,000 active;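 active = activation, meaning protection from cell death, of at least 50% relative to plate controls; inactive = activation below 50%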;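 also: necroptosis triggered by 40 ng/mL TNF-alpha added together with compound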
Thrombin inh: thrombin (human) inhibition | P00734 | alpha-thrombin, Boc-VPR-AMC fluorogenic substrate cleavage | inhibition, % at 5 µM | 0.26% of 220,000 active | AID 1046;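 active = inhibition at or above 40%; inactive = inhibition below 40%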;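 also: 0% = enzyme with no compound and 100% = wells without enzyme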
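Material: human alpha-thrombin protein; Also added: Boc-VPR-AMC substrate, 15 µM final; Timing: enzyme reaction carried out at room temperature; Signal: fluorescence, ex 355 nm, em 460 nm; Measure: % inhibition of thrombin; Controls: enzyme without compound as high, wells lacking enzyme as low.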
zVAD death inh: L929 zVAD cell death inhibition | L929 zVAD necroptosis rescue, ATP luminescence, 24 h; with zVAD 60 µM | AID 1377 | 0.38% of 220,000 active | viability rescue, % at 10 µM;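 active = activation, scaled between plate controls, above about 75%, limit read from the data; inactive = activation under that limit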;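 also: 0% = zVAD with DMSO and 100% = DMSO alone without zVAD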
KLK5 inh: blocks human kallikrein 5 protease activity. recombinant hK5, fluorogenic AMC substrate cleavage. inhibition, % at 5 µM. 0.59% of 210,000 active;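 active = inhibition of 40% or more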;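 also: 0% = enzyme controls without compound and 100% = no-enzyme blanks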
Target sequence (Q9Y337 67-293 limits assumed): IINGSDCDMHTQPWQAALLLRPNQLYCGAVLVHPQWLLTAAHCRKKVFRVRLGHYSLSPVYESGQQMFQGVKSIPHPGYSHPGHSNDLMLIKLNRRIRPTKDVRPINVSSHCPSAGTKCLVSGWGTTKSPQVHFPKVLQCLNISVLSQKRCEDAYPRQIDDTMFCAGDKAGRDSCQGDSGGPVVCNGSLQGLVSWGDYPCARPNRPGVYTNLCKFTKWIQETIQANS
Rad51 HR inh: blocks human Rad51 in homologous recombination | Q06609 | hRad51 DNA strand exchange, fluorescence dequenching | inhibition, % at 10 µM | 0.085% of 200,000 active;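 active = inhibition above 40% at the single screening dose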;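 also: 0% = DMSO control wells and 100% = blanks with heterologous ssDNA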
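material = hRad51 filaments on single-stranded DNA | reagent = Donor/quencher-labelled 47-bp dsDNA substrate | compound = 10 µM final, single point | schedule = strand-exchange reaction 15 min at room temperature | measured by = fluorescein emission 520 nm, excitation 485 nm | read-out basis = % inhibition versus plate control and blank means | benchmarks = plate controls and plate blanks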
KCC2 mod: modulates chloride dependent transport by human KCC2; Q9H2X9; KCC2 cells, thallium flux FluoZin-2 fluorescence; AID 1456; 2.2% of 190,000 active; B-score of Tl+ flux slope (higher = more flux/activation; lower = inhibition) at 10 µM;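 active = thallium flux slope and its plate-corrected score both differing from the plate sample mean at a set confidence after two filtering rounds, in either direction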;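 also: slope of fluorescence scaled to starting intensity during 10 to 20 s after thallium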
FXIa inh: blocks human coagulation factor XIa protease activity. P03951. purified FXIa, Boc-Glu-Ala-Arg-AMC fluorogenic substrate. inhibition, % at 5 µM. 0.14% of 220,000 active. AID 798;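 active = inhibition of at least 40%; inactive = inhibition below 40%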;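 also: fluorescence of freed AMC excited at 355 nm; 0% = enzyme without compound and 100% = no enzyme blank; many of its hits are not listed in these tables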
Target sequence (P03951 19-387 limits assumed): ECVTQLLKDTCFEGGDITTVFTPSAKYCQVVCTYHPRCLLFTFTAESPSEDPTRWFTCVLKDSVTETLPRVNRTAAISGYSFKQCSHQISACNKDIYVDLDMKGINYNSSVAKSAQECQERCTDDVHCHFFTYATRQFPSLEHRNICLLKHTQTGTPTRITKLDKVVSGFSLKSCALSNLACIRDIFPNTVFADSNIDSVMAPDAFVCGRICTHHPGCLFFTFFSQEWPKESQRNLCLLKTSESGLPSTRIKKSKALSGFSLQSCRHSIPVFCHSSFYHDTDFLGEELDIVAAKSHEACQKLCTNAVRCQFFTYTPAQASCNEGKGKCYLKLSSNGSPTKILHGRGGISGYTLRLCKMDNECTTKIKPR
Target sequence (P03951 388-625 limits assumed): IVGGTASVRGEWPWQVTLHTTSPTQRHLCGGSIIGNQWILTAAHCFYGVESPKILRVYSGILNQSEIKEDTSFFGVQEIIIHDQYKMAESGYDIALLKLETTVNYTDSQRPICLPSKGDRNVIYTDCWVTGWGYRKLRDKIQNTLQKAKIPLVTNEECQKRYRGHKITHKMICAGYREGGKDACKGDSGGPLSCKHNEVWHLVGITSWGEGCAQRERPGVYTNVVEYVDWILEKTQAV
Hck Nef HTS: human Hck-Nef kinase inhibition; Recombinant Hck-YEEI plus Nef, Z-Lyte FRET kinase assay; inhibition, % at 20 µM; 0.68% of 220,000 active; AID 463187;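 active = Hck-Nef kinase inhibition above about 50%, limit read from the data; inactive = inhibition below that limit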;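 also: 0% = DMSO with Hck plus Nef and 100% = Hck alone without Nef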
An asterisk follows results filed as active; . = not tested or not shown. Only part of the results is shown. The share of hits here may be higher or lower than overall.

SMILES,FXIIa inh 1536,TNF death inh,Thrombin inh,zVAD death inh,KLK5 inh,Rad51 HR inh,KCC2 mod,FXIa inh,Hck Nef HTS
CN(C)c1ccc(NC(=O)c2ccc3c(c2)nnn3C)cc1,6,0.2,2,0.4,-5,12,1.1,-1,0
CCOC(=O)C1(Cc2cccc(Cl)c2)CCCN(C(=O)c2cccc(C)n2)C1 (stereo unspecified),2,-2.5,-5,0.5,2,0,0.011,-3,19
Cc1ccc(C(=O)O/N=C(\N)c2ccccc2)c(Cl)c1,8,0.0,-2,0.0,3,.,-0.1,3,24
N#C/C(=C(/O)c1ccc(-c2cccc([N+](=O)[O-])c2)o1)c1nc2ccccc2s1,12,0.2,-6,1.2,8,-5,-2.9,6,36
O=C(NCC(=O)N(CC1CCCO1)C(C(=O)NC1CCCC1)c1cccnc1)c1ccco1 (stereo unspecified),1,-2.9,-4,0.0,3,-5,0.66,-7,2
CC(=O)N(Cc1cc2c(C)cc(C)cc2[nH]c1=O)C1CCCCC1,11,-0.4,-2,1.5,-6,-1,0.63,0,2
CCn1cc(C(=O)OCC(=O)Nc2ccc(C(C)C)cc2)c(=O)c2ccc(C)nc21,5,-0.5,-5,1.3,-5,-15,-0.56,-2,14
CN(C)c1cccc(C(=O)NCC2CCCO2)c1 (stereo unspecified),8,-3.5,3,0.0,-15,-3,0.75,2,-1
COc1ccc(NC(=O)CCSc2ccc(F)cc2)cc1,6,8.0,1,1.0,.,.,-0.55,2,-2
COc1ccc(-c2cc(=O)oc3cc(OCC(=O)c4cccc([N+](=O)[O-])c4)ccc23)cc1,5,2.7,-8,-0.2,0,-8,1.5,-1,80*
Nc1nc(-c2ccccc2)c(C(=O)Nc2ccccc2)s1,3,-2.0,-24,3.8,-2,6,0.0019,-8,17
Cc1cccc(OCCC(=O)Nc2ccc(F)c(F)c2)c1,13,6.1,1,0.9,2,16,-0.65,2,9
COc1ccc2c(=O)c3c(=O)n(Cc4ccco4)c(-c4cc(OC)c(OC)c(OC)c4)nc3oc2c1,9,-2.7,6,0.0,4,-1,1.5,6,14
O=C(Nc1ccccc1N1CCN(c2ccccc2)CC1)c1cccc(F)c1,8,0.9,0,0.4,-11,-7,-1.2,4,3
Cc1ccc(C(=O)CSc2ccccn2)cc1,-7,1.0,0,0.2,5,0,-0.41,-2,1
Cn1nnc(NC(=S)NC(=O)c2ccc(-c3ccc(Br)cc3)o2)n1,3,-1.2,3,9.1,0,4,5.2*,-6,20
O=S(=O)(Cc1ccccc1Cl)Nc1ccccn1,17,-2.0,4,-0.2,3,5,-0.34,5,9
O=[N+]([O-])c1ccc(-c2nc(-c3ccncc3)no2)cc1,13,-2.8,2,0.0,6,7,0.48,4,24
CCC(=O)Nc1ccc(Cl)c(NC(=S)NC(=O)c2ccco2)c1,10,3.2,-2,26,-20,.,0.65,10,1
O=C(O)CCC(=O)Nc1nc2ccccc2s1,-22,0.5,-7,0.4,-17,-1,-0.11,-13,1
CC(=O)Nc1cccc(NC(=O)c2cc3ccccc3o2)c1,0,-3.5,-5,0.1,20,1,-0.18,-6,1
CC(=O)Nc1nc(C)c(Oc2ccc(Cl)cc2Cl)c(=O)[nH]1,15,-2.1,1,0.3,4,0,-0.61,3,-3
NC(=O)NC(CC(=O)NCCCc1ccccc1)c1ccc(Cl)cc1 (stereo unspecified),4,1.6,-3,0.9,10,-8,-1.4,6,9
COc1ccccc1CNC(=O)[C@@H]1CCCN1S(=O)(=O)c1ccc(C)cc1,5,0.4,-7,1.2,2,-5,-0.94,-2,-32
COc1cc2c(cc1OC)[C@H](Cc1ccc(O)cc1)NCC2,9,2.8,-2,0.4,-15,-1,0.088,0,-1
O=C(CCC(=O)NC1CCCCC1)N/N=C/c1ccncc1,11,0.5,-5,3.4,3,-9,-0.31,-1,22
Cc1nnc(Sc2nc3c(c(=O)[nH]c(=O)n3C)n2CCc2ccccc2)s1,10,0.2,-6,-0.6,-2,9,0.7,0,32
O=C(NNc1nc(-c2ccc(Br)cc2)cs1)c1ccco1,4,-1.9,-4,2.1,-9,12,-1.1,1,23
COc1ccccc1N1CCN(C(=S)Nc2ccc3nc(N4CCOCC4)cc(C)c3c2)CC1,4,-7.1,-12,-0.2,-7,10,-1.2,-6,18
Cc1cc(C)n(CC(C)NCc2cn[nH]c2-c2ccc(C)c(C)c2)n1 (stereo unspecified),1,2.2,-7,1.7,-9,5,0.16,-6,17

Remaining list, next part:
SMILES,FXIIa inh 1536,TNF death inh,Thrombin inh,zVAD death inh,KLK5 inh,Rad51 HR inh,KCC2 mod,FXIa inh,Hck Nef HTS
COC(=O)C(Cc1c[nH]c2ccccc12)NC(=O)c1cc(-c2ccc(OC)c(OC)c2)oc1C (stereo unspecified),-2,3.3,-7,3.3,0,-4,-0.36,-7,-2
O=C(c1ccc(CN2CCOCC2)cc1)N1CCC(Cc2ccccc2)CC1,6,0.0,3,-0.4,-6,-8,.,0,1
O=C(CN1C(=O)NC2(CCCCCCC2)C1=O)NC1CCCc2ccccc21 (stereo unspecified),8,1.0,-5,0.9,-9,0,-1.1,1,3
Cc1ccc(Cl)c(NC(=O)COC(=O)c2ccccc2C(=O)c2ccc(Cl)c([N+](=O)[O-])c2)c1Cl,39,-12,22,51,17,20,-0.042,12,0
O=C(N/N=C/c1cccc([N+](=O)[O-])c1)C1COc2ccccc2O1 (stereo unspecified),9,0.0,4,-0.3,-14,9,-1.7,11,-6
CSc1c(SCc2ccccc2)cnn(Cc2ccccc2)c1=O,8,1.4,0,0.3,-15,6,-1.3,5,3
O=c1c2ccccc2nc2ccc(NCc3cccs3)nn12,0,0.1,0,13,-19,10,-0.49,-6,2
Cc1c(NC(=O)C2CC(c3ccc(F)cc3)=NO2)c(=O)n(-c2ccccc2)n1C (stereo unspecified),18,0.8,-2,0.9,-1,-3,0.069,-3,4
CC(=O)C1=NN(c2ccccc2)C(c2ccc3c(c2)OCO3)N1c1ccccc1 (stereo unspecified),16,0.5,-5,-0.2,-13,-9,-0.061,7,-1
O=Nc1c(O)n(Cc2ccc(Cl)cc2)c2ccccc12,12,-7.4,-6,1.1,4,0,-1.6,1,1
COc1ccc(NC(=O)CN2CCN(CC(=O)Nc3ccccc3Cl)CC2)cc1Cl,20,1.0,4,3.0,-2,10,.,7,0
O=S(=O)(c1cccs1)N1CN(C2CCCC2)c2nc3ccccc3nc21,-1,-0.5,-9,-0.3,0,-4,-0.55,-3,11
O=C(Nc1ccccc1SCC1CSc2nc3ccccc3c(=O)n21)c1ccccc1Cl (stereo unspecified),12,1.0,-3,-0.1,0,2,-0.22,3,0
COc1ccc(NC(=O)c2cc(S(=O)(=O)NCC3COc4ccccc4O3)ccc2F)cc1 (stereo unspecified),6,6.1,-8,11,-2,6,-2.7,-2,1
N#Cc1cnn2c(C(F)(F)F)c3c(nc12)CCCC3,0,-0.2,-5,2.6,-4,3,-0.97,-4,17
O=C(NNC(=O)C1CCCO1)c1ccc(Cl)cc1 (stereo unspecified),1,-3.2,-1,0.6,-21,1,.,-5,1
COc1ccc(-n2nnc3c(=O)n(Cc4ccccc4C)cnc32)cc1,5,0.4,-5,0.7,-5,-5,.,-6,-1
COC(=O)CSc1nnc(Cc2cc(=O)[nH]c(=O)[nH]2)n1-c1cccc(OC)c1,8,-0.2,-8,0.1,13,2,0.7,-3,1
COCCN1C=C(C(=O)OC)C(c2ccc(OC)c(OC)c2)C(C(=O)OC)=C1,5,-0.6,-6,0.2,-15,-7,.,-9,23
Cc1[nH]c2c(C)cccc2c1CCNS(=O)(=O)c1cccc([N+](=O)[O-])c1,10,3.1,-7,0.5,-4,0,-1.8,2,2
CCOc1ccccc1-c1nc(C(N)=O)c2[nH]c(=O)n(-c3ccc(F)cc3)c2n1,17,-0.6,-7,1.5,-9,-6,-2,5,0
COc1ccc(OCCN(C)Cc2ccccc2)cc1,1,-0.3,-1,0.7,1,15,0.16,2,2
COc1cccc(OCC(O)CN2C(C)CCCC2C)c1 (stereo unspecified),-5,-1.4,-15,0.0,-2,.,0.035,-1,1
C[C@@H]1C=C[C@](Cc2ccccc2)(C(=O)NCC2CC2)N1C(=O)c1ccccc1,12,0.8,2,0.1,-11,5,-0.23,2,-2
CCC(=O)Nc1ccc(OCc2nc3ccccc3s2)cc1,4,0.7,-9,8.2,-3,-26,-0.8,-2,33
CSCCCNC(=O)c1ccc(OC2CCN(C(=O)c3cccnc3)CC2)cc1,-1,0.8,-15,-0.2,-6,.,0.63,-5,20
CN(C)CCCn1c(=S)[nH]c2ccccc2c1=O,0,1.1,19,1.4,-3,1,0.53,-3,20
COC(=O)c1ccc(SCc2cnc(Cl)s2)cc1,19,24,3,1.4,-1,4,.,5,1
COc1ccccc1CNC(=O)c1cc2c(=O)[nH]c3ccccc3c2n1C,6,1.0,-5,31,-2,2,-2.1,9,28
O=C(O)CSc1ccc(NC(=O)Nc2ccccc2F)cc1,14,-6.7,2,0.3,-4,14,0.44,1,12

(next part)
SMILES,FXIIa inh 1536,TNF death inh,Thrombin inh,zVAD death inh,KLK5 inh,Rad51 HR inh,KCC2 mod,FXIa inh,Hck Nef HTS
CCN(CC)Cc1cc(O)c(CN(CC)CC)cc1O,9,-8.2,-7,-0.2,3,-40,0.39,-1,3
C[C@@H]1O[C@@H](O[C@H]2[C@H](Oc3cc(O)c4c(c3)O[C@H](c3ccc(O)cc3)CC4=O)O[C@H](CO)[C@@H](O)[C@@H]2O)[C@H](O)[C@H](O)[C@H]1O,10,2.0,-8,1.8,11,3,0.65,3,13
CCOc1cc(-c2noc(-c3cccnc3)n2)ccc1OC,7,-0.6,-11,2.7,-11,-1,.,-6,0
COCCCn1c(SCC(=O)Nc2nnc(C)s2)nnc1-c1ccoc1C,1,-1.9,-3,-0.5,-7,1,.,-5,2
CC(CCc1ccccc1)NC(=O)c1nnc(Cc2ccc(F)cc2)o1 (stereo unspecified),8,4.1,1,.,-12,.,-2,6,-2
CCOC(=O)CNc1c(-c2ccc(OC)cc2)nc2ccc(Cl)cn12,7,-2.1,-5,-1.2,-17,0,-0.084,-2,8
COc1ccc(C(=O)Nc2ccc(N3CCN(C(C)=O)CC3)cc2)cc1[N+](=O)[O-],-1,2.2,-7,1.3,-2,5,0.84,-6,-15
Cc1cc(C(=O)CSc2nc3ccccc3n2C)c(C)n1C,3,-0.4,-9,-0.6,-15,6,-0.45,-7,18
CCc1ccccc1-n1nnnc1-c1cnccc1C(F)(F)F,3,1.6,-4,-0.2,17,-3,-1.1,-22,5
CCNc1nc(N)nc(Oc2ccc(C(=O)OC)cc2)n1,19,-0.1,2,-0.2,-5,-2,-0.12,5,-7

Limited to KLK5 inh, KCC2 mod and Thrombin inh (2 entries from above):
compound | KLK5 inh | KCC2 mod | Thrombin inh
CC(CCc1ccccc1)NC(=O)c1nnc(Cc2ccc(F)cc2)o1 (stereo unspecified) | -12 | -2 | 1
CCOC(=O)CNc1c(-c2ccc(OC)cc2)nc2ccc(Cl)cn12 | -17 | -0.084 | -5

Compound activity: PubChem BioAssay, several laboratories
